12-hLO inh = 12-hLO (ALOX12) enzyme inhibition. P18054. purified 12-hLO, xylenol orange hydroperoxide absorbance. Potency, µM (doses to about 57.1 µM), without a hit: at the highest dose activity change, negative = inhibition, hits mostly inhibitors. 150,000 tested, 0.12% active. AID 1452; also: potency is read from the fitted curve at half-maximal effect; nearly all actives have a fitted effect of over 55% in size; many of its hits are not listed in these tables
Target sequence (P18054 whole entry, looked up): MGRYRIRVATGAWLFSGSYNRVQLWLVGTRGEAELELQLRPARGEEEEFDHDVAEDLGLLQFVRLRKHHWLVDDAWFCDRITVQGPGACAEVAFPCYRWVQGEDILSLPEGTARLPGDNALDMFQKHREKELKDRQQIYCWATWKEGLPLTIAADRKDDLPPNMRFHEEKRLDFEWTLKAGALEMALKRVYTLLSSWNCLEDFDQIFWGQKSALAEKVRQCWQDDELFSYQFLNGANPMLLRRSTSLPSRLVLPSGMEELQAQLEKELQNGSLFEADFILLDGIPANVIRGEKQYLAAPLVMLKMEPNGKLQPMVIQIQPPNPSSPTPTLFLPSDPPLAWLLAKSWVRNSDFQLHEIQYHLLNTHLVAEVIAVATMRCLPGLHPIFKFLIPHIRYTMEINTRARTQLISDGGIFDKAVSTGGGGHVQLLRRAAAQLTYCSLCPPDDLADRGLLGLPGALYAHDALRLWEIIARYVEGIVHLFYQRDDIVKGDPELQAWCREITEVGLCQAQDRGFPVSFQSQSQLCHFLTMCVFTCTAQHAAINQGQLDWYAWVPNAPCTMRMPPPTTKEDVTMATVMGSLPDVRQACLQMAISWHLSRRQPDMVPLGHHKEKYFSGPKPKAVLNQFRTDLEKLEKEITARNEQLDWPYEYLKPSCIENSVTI
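Hydroperoxide output read as Fe(III)-xylenol orange absorbance, 573-to-405 nm ratio, after 30 min reaction with 40 uM arachidonic acid. Enzyme: 150 nM purified human 12hLO, 15 min compound preincubation; 25 mM Hepes pH 7.0, room temperature.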
PNC assembly inh = inhibitors of perinucleolar compartment assembly | PC3M PTB-GFP, PNC prevalence imaging, 16 h; stronger effect = lower value | activity change (PNC), negative = inhibition, % at 10 µM | 140,000 tested, 3.1% active | AID 2417;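 active = readout at or below -70, meaning at least 70% loss of cells showing the perinucleolar compartment, a nuclear body marking cancer cells; inconclusive = readout between -30 and a set limit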;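 also: plate controls were DMSO wells for no effect and camptothecin positive control wells for full effect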
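Read-out is percentage of cells bearing a perinucleolar compartment, from automated 20x imaging of fixed, Hoechst-stained PC3M PTB-GFP cells. Cells were seeded 4 h, then exposed 16 h to compound (23 nl of library stock) in duplicate plates.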
IMPase cell inh = IMPase inhibition in cells; inhibition (IP1 accumulation), % at 46.1 µM; CHO-M1 cells, IP1 accumulation, HTRF TR-FRET ratio; 120,000 tested, under 10 active; AID 901; P97697; active = well fitted curve in the direction sought with a large enough effect in the signal ratio, not every such curve was filed as active; inconclusive = small, poorly fitted or top-dose-only effect, or a change in a side signal; inactive = no such curve, though single readings can be large or run the other way; the % refers to the signal ratio;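 also: cells stimulated with carbachol in lithium chloride buffer; plate controls were DMSO basal wells for no effect and reference inhibitor wells for full effect; higher means more IMPase inhibition seen as more IP1 and lower FRET ratio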
Target sequence (P97697 whole entry, looked up): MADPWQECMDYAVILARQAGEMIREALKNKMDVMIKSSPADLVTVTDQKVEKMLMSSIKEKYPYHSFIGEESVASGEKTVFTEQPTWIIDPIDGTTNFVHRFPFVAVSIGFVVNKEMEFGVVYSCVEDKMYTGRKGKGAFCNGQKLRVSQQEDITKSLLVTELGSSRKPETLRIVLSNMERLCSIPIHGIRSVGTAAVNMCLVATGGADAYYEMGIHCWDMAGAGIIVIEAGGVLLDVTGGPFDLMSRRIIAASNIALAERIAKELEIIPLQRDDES
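Elevated IP1 in lysates lowers TR-FRET signal (665/620 ratio and 620 channel reported). Cells were CHO-M1, given carbachol (50 uM as added) plus 50mM LiCl, pH 7.4, 30 min, 37C; compounds titrated up to 46 uM; AC50 by Hill equation.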
ALOX15B inhib = inhibitors of human 15-lipoxygenase 2 (ALOX15B); O15296; AID 881; purified 15hLO-2, xylenol orange hydroperoxide absorbance; Potency, µM (highest dose often 57.1 µM), for the others: at the top dose activity change, negative = inhibition, hits mostly inhibitors; 110,000 tested, 0.56% active; also: potency is read from the fitted curve at half-maximal effect; nearly all actives have a fitted effect of over 60% in size; many of its hits are not listed in these tables
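Purified human 15hLO-2 (50 nM) preincubated 15 min with compound, then 45 uM arachidonic acid for 90 min at RT in 25 mM Hepes pH 7.5, 0.01% Triton X-100. Hydroperoxide detected by Fe-xylenol orange; 573/405 nm absorbance ratio.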
* marks the source's active call; other numbers are inactive results; ? = inconclusive; / = no result given; & = joins results of further samples; [ ] = dose if it differs, or a comment. Unless noted, calls follow the shape of the dose curve; as a rule, active = well fitted curve in the direction sought with a large enough effect; inconclusive = small, poorly fitted or top-dose-only effect, or another doubt; inactive = no such curve, though single readings can be large; an effect the other way counts as inactive or inconclusive. Unless noted, % is scaled to controls: 0 for no effect and ±100 for the full control effect.

SMILES | 12-hLO inh | PNC assembly inh | IMPase cell inh | ALOX15B inhib
CCOC(=O)Nc1ccc2c(c1)nc(CN1CCOCC1)n2C | 4% | 4 | -3 | 10%
Cc1ccc(CN2C(=O)CCC2C(=O)NCCCN2CCC(C)CC2)cc1 (stereo not drawn) | -2% | -22 | -13 | 3%[2.29 µM]
Cc1cc(C)cc(C(=O)NCC(=O)OCc2cc([N+](=O)[O-])cc3c2OCOC3)c1 | -3% | ? | / | /
COc1ccc(N=C(N(C)C)P(=O)(N(C)C)N(C)C)cc1 | 0% | 0 | -1 | -8%
Oc1ccccc1CNc1ncc(Br)cc1Br | 5% | 25 | 2 | -3%
O=C1CC(C(=O)NCc2ccccc2)C2(CCCC2)O1 (stereo not drawn) | 1% | 4 | -4 | -4%
CC(NC(=O)CSc1ncnc2nc[nH]c12)c1ccccc1 (stereo not drawn) | -1% | ? | -10 | 2%
O=c1[nH]c2ccccc2n1CCCSc1cnc2ccccc2n1 | -1% | -9 | 5 | -7%
Cc1ccc(S(=O)(=O)NCC(=O)OCC(=O)N2CCc3ccccc32)cc1 | -3% | ? | 5 | 8%
COCC(=O)NCCc1nc(-c2ccccc2)cs1 | -7% | 27 | ? | -1%
CC1(C)CC(=O)C2=C(C1)N(CCN1CCOCC1)C1=C(C(=O)CC(C)(C)C1)C2c1cccc(Cl)c1 | 0% | 90 | 3 | -12%
CCOC(=O)Cc1csc(NC(=O)c2ccoc2C)n1 | 5% | 24 | -2 | 2%
CCOC(=O)CSc1nnc(CNC(=O)Cc2ccccc2)n1-c1ccccc1OC | -1% | -21 | 6 | 16%
CC(C)(C)c1ccc(-c2nnc(SCCN3C(=O)c4ccccc4C3=O)o2)cc1 | 1% | 37 | -4 | -2%
COc1ccc(OC(C)C(=O)N2CCC(C)CC2)cc1 (stereo not drawn) | -1% | 13 | 1 | -4%
COc1ccc(C2NC(=O)NC(C)=C2C(=O)Nc2cc(C)ccc2C)cc1OC (stereo not drawn) | 1% | -22 | 3 | 1%
O=C(O)c1ccc(C(=O)O)c(C(=O)c2ccccc2)c1 | -3% | 0 | 0 | ?
CCCCNC(=O)c1cnc2n(c1=O)CCS2 | 3% | -14 | 1 | /
COCCCNC(=O)c1c(N)n(-c2ccc3c(c2)OCO3)c2nc3ccccc3nc12 | -3% | -2 | 4 | -15%
O=C(c1cn[nH]c1)c1cc(F)ccc1O | 3% | -7 | 5 | 0%
Cn1c(SCC(=O)Nc2cc([N+](=O)[O-])ccc2F)nnc1C(F)(F)F | -3% | -9 | / | /
Cc1ccc(S(=O)(=O)N(CC(=O)N2CCC(C(N)=O)CC2)c2cccc(C(F)(F)F)c2)cc1 | 0% | 9 | -1 | 11%[2.29 µM]
O=C(Cn1nnc(-c2ccccc2)n1)N1CCN(S(=O)(=O)c2ccc(Cl)cc2)CC1 | -9% | -11 | 4 | 3%
CC(=O)NCCn1c(SCc2ccc(C)cc2C)nc2ccccc2c1=O | 8% | 8 | 7 | -4%
Cc1cccc(Nc2nnc(SCC(=O)N(C)C3CCS(=O)(=O)C3)s2)c1C (stereo not drawn) | -1% | 51 | 21 | /
CC1=CSC2=NC(=O)/C(=C\c3cccn3-c3ccc([N+](=O)[O-])cc3)C(=N)N12 | 1% | ? | / | /
Cc1cc(C)c(NC(=O)/C(=C/c2ccccc2)c2ccccc2)c(C)c1 | -27% | -25 | / | /
CC(C)CC(OC(=O)c1nsc(Cl)c1Cl)C(=O)NCc1cccs1 (stereo not drawn) | -3% | 13 | -2 | /
COc1ccc(-n2nc(C(=O)Nc3nc4ccc(OC)cc4s3)c3ccccc3c2=O)cc1 | 2% | -10 | -1 | /
CCc1nccn1S(=O)(=O)c1cc(Br)ccc1OC | 2% | -14 | -1 | 1%

Remaining list, next part
SMILES | 12-hLO inh | PNC assembly inh | IMPase cell inh | ALOX15B inhib
CC(C)(C)c1ccc([C@@H](O)CCCN2CCC(C(O)(c3ccccc3)c3ccccc3)CC2)cc1 | -1%[25.6 µM] | / | -2[20.6 µM] | 3%[25.6 µM]
c1ccc(COc2ccc(OCCCNC3CCCC3)cc2)cc1 | -3% | ? | 15 | 22%
CCOC(=O)c1sc(/N=C/N(C)C)nc1C | 4% | 30 | / | /
COc1cc(N=C(N)N=C(N)N)c2ncccc2c1 | -2%[11.4 µM] | / | / | 7%[11.4 µM]
N#CC1=C(N)C(C#N)(C#N)C2(C(=O)Nc3ccccc32)C2CCCC=C12 (stereo not drawn) | ? | 17 | 0 | -20%
O=C(NC1(C(F)(F)F)C(=O)Nc2c1c(=O)[nH]c(=O)n2Cc1ccccc1)c1ccc(Cl)cc1Cl (stereo not drawn) | 9% | 50 | 6 | /
COc1cccc(OC)c1OCCNC[C@@H]1COc2ccccc2O1 | 0%&-3% | / | 5&9 | 27%&25%
Cc1nn(Cc2ccc(Cl)cc2)c(C)c1NC(=O)C1CC=CCC1C(=O)O (stereo not drawn) | 7% | ? | -1 | -2%
N#CCCCSc1nnc(Cc2ccc3c(c2)OCO3)o1 | -4% | -23 | 7 | /
Cc1cc(NC(=O)CSc2nnc3c4c(C)c(C)sc4ncn23)no1 | 3% | 15 | -7 | -7%
COc1ccc(CN(CCCN2CCOCC2)C(=O)Nc2cccc(Cl)c2)cc1OC | 13% | 11 | -4 | 26%
O=C(Nc1ccc(NC(=O)C23CC4CC(CC(C4)C2)C3)cn1)c1ccco1 | 9% | -5 | -18 | -2%
COc1ccc(C(=O)N(Cc2ccco2)C(C(=O)NC2CCCC2)c2ccc(O)cc2)cc1OC (stereo not drawn) | -7% | 10 | 14 | -6%
O=CN1Cc2[nH]c3ccccc3c2N(c2ccc(Cl)cc2)C1=O | -2% | -5 | 9 | -14%
O=C(NCc1cccnc1)C1c2ccccc2C(=O)N1C1CCCCCCC1 (stereo not drawn) | -1% | 14 | 3 | -1%
Cc1cc(C)nc(SCNC(=O)c2ccccc2)n1 | -6% | -9 | -7 | /
Cc1cc(C(=O)O)c(CSc2ncn[nH]2)o1 | 2% | -19 | -2 | /
Cc1sc2nc(C3CC3)nc(N3CCN(S(=O)(=O)c4ccc(F)cc4)CC3)c2c1C | -1% | ? | -4 | 7%
O=c1[nH]cnc2c1oc1ccccc12 | -2% | ? | ? | 3%
Cc1noc(C)c1C(c1ccccc1)S(=O)(=O)c1ccccc1 (stereo not drawn) | -2% | 16 | / | /
Cc1ccnc(NC(=O)c2ccccc2NC(=O)C(C)(C)C)c1 | -4% | 161 | ? | /
COC(=O)c1ccc(NC(=O)CN2CCN(S(=O)(=O)c3cc(Cl)ccc3OC)CC2)cc1 | -4% | -8 | 2 | 1%
N/C(Cc1cccc2ccccc12)=N\OC(=O)COc1ccccc1 | -1% | 3 | / | /
CCCn1c(OC)nc2c1c(=O)n(C)c(=O)n2C | 0% | ? | 1 | 1%
Cn1c(=O)c2c(nc(N3CCOCC3)n2C)n(C)c1=O | 9% | -1 | 13 | -2%
CCOC(=O)c1sc(NC(=O)COC(=O)c2ccco2)nc1C | 1% | 5 | -9 | 0%
O=P(C1=C(N2CCOCC2)/C(=C\c2ccccc2)CC1)(N1CCOCC1)N1CCOCC1 | -4% | ? | 7 | -1%
Cc1[nH]nc(-c2ccc(O)cc2O)c1Oc1ccccc1 | ? | ? | 12 | 12%
Brc1ccc(OCc2nc(-c3ccccn3)n[nH]2)cc1 | -1% | -22 | 0 | 25%
CSc1ncccc1C(=O)OCc1ccccc1F | 2% | 8 | -22 | -4%

Next section.
SMILES | 12-hLO inh | PNC assembly inh | IMPase cell inh | ALOX15B inhib
Cc1ccc(C)c(NC(=O)C2(C)CC3c4ccccc4C2c2ccccc23)c1 (stereo not drawn) | 2% | -19 | -14 | -9%
Cc1ccoc1C(=O)Nc1ccc(CC(=O)O)cc1 | 9% | 3 | 0 | 1%
Cc1ccc(-c2nc(CSCC(=O)NCCN3CCN(Cc4ccccc4)CC3)c(C)o2)cc1 | -2% | 8 | 3 | 25%
CCCC1CCC(C(=O)n2nc(N)c3cc4ccc(OC)cc4nc32)CC1 (stereo not drawn) | -2% | 173 | / | /
CCOC(=O)C1=C(C)NC(=O)NC1c1cccnc1 (stereo not drawn) | 1% | -6 | 9 | 1%
O=C(CCSc1nnc(-c2ccccc2)o1)N1CCOCC1 | 4% | -1 | / | /
CC(C)C(=O)N=c1sc2cc(F)cc(F)c2n1C | 5% | 21 | 4 | 1%
CC(C)c1ccccc1-n1c(SCC(=O)N2CCN(c3ccccc3)CC2)nnc1-c1cccnc1 | -1% | 64 | 4 | 2%
COC(=O)CSc1nc2cc3c(cc2cc1C#N)OCO3 | -9% | 21 | 3 | -5%
Cc1ccccc1NC(=O)CN1C(=S)NC(C)(C)CC1C (stereo not drawn) | -2% | 15 | / | /
COC(=O)c1ccc(S(=O)(=O)NCc2cccc(OC)c2)n1C | -6% | ? | ? | 1%
COc1ccc(S(=O)(=O)N2CCC(C(=O)N3CCc4ccccc4C3)CC2)cc1C | -7% | 33 | ? | 5%
CCOc1ccc2[nH]c(=O)c(CN(CCOC)C(=O)N3CCOCC3)cc2c1 | -4% | -22 | 5 | 2%
NCC12CC3CC(CC(O)(C3)C1)C2 | 0% | 4 | -7 | -6%
O=C(CC(c1ccccc1O)N1CCCCC1)N1CCCCC1 (stereo not drawn) | -3% | 8 | 11 | 6%
O=C(Oc1ccc2c(c1)OCO2)c1ccc(Br)c(S(=O)(=O)N2CCOCC2)c1 | -5% | ? | 15 | -5%
Cc1cc(NC(=O)c2cc(-c3ccccc3)on2)n(-c2ccccc2)n1 | 6% | ? | -1 | -5%
COc1cccc(C(=O)OCCCN(C)C)c1 | 1% | -11 | / | /
Cc1cc(=O)n2ncnc2n1COCCO | -1% | 19 | 2 | 6%
CC(=O)Nc1ccc(S(=O)(=O)N2CCCC2C(=O)O)cc1 (stereo not drawn) | 4% | 35 | 4 | 2%
CCOC(=O)Cc1cc(=O)n2[nH]c(C)c(-c3ccccc3)c2n1 | -2% | 45 | -5 | -3%
O=c1sc2ccccc2n1CCOc1ccccc1 | -4% | 14 | 10 | 1%
CC(C)(C)NC(=O)C(OC(=O)Cn1nnc(-c2ccc(F)cc2)n1)c1ccncc1 (stereo not drawn) | -4% | 27 | 2 | 1%
CCOC(=O)C(CCCOc1ccc(C)cc1)C(=O)OCC | 11% | 23 | 7 | 10%
CCC(C)Sc1nc2ccccc2n1CC(=O)O (stereo not drawn) | 3% | 2 | 0 | -2%
COCCN(C(=O)Cc1cccs1)C(C(=O)NCc1ccc(OC)cc1)c1ccccc1 (stereo not drawn) | 4% | ? | 3[1.84 µM] | -22%[11.4 µM]
COC(=O)CNC(=O)C1(CC(C)C)C=CCN1C(C)=O (stereo not drawn) | -1% | / | / | -4%
O=C(Cn1cnc2ccccc2c1=O)Nc1ccc2c(c1)OCCO2 | -4% | -11 | 1 | -2%
CC1CCCC(NC(=O)COC(=O)c2ccc3ccccc3n2)C1C (stereo not drawn) | -1% | ? | -21 | 9%
COC(=O)C(F)(F)Sc1c(C)[nH]c2ccccc12 | -2% | 245 | 0 | /

The list continues.
SMILES | 12-hLO inh | PNC assembly inh | IMPase cell inh | ALOX15B inhib
Cc1cccc(/C=N/NC(=O)Cn2nc(C)cc2C)n1 | 1% | -19 | / | /
CC1CCCCC1NC(=O)c1cc2c(s1)CS(=O)(=O)C2 (stereo not drawn) | 2% | -13 | 23 | -5%
O=C(NN=C1c2ccccc2-c2ccccc21)c1ccccn1 | -4% | -14 | 6 | 8%
CC(CN(C)Cc1ccccc1)OC(=O)c1ccccc1F (stereo not drawn) | -1% | -1 | -7 | /
Cc1cccc(NC(=O)CSc2nnc(CCCCCNC(=O)OC(C)(C)C)o2)c1C | 1% | ? | -4 | -7%

Compound profiles, from the list above.
O=C1CC(C(=O)NCc2ccccc2)C2(CCCC2)O1 (stereo not drawn) across the screens: 12-hLO inh = 1%; PNC assembly inh = 4; IMPase cell inh = -4; ALOX15B inhib = -4%
c1ccc(COc2ccc(OCCCNC3CCCC3)cc2)cc1 across the screens: 12-hLO inh = -3%; PNC assembly inh = ?; IMPase cell inh = 15; ALOX15B inhib = 22%
